Screens: PubChem BioAssay, National Center for Advancing Translational Sciences (NCATS)
DT40 TDP1 CPT = growth inhibition of DT40 Tdp1-/-;hTDP1 cells with camptothecin (screen for TDP1 inhibitors); chicken DT40 Tdp1-/-;hTDP1 cells + 20 nM CPT, ATP luminescence, 48 h; Potency, µM (series often up to 46.2 µM), for inactives: at the top dose activity change, negative = growth inhibition, actives largely listed as inhibitors; actives 12% (n = 420,000); further: nearly all actives have a fitted effect of over 55% in size
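Cell growth measured by CellTiter-Glo luminescence after a minimum 48 h, 37 C compound exposure with 20 nM CPT in Tdp1-knockout DT40 cells stably expressing hTDP1, seeded 400/well; qHTS titration format.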
N370S GC mod = N370S glucocerebrosidase modulation, Gaucher chaperone candidate; Potency, µM (titrated, usually from 59.4 µM), without a hit: top-dose activity change, negative = inhibition, actives largely listed as inhibitors; P04062; actives 0.092% (n = 330,000); N370S GC spleen homogenate, 4MU-glucoside fluorescence; AID 2101;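 further: 0% = full enzyme activity and -100% = no enzyme basal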
FEN1 inhibitor = inhibitors of human flap endonuclease 1 | Recombinant FEN1 flap cleavage, fluorescence, 15 min | AID 588795 | Potency, µM (doses to about 114 µM), without a hit: at the highest dose activity change, negative = inhibition, most hits filed as inhibitors | P39748 | actives 0.35% (n = 390,000); further: nearly all actives have a fitted effect of over 65% in size
Target sequence (P39748 whole entry, looked up): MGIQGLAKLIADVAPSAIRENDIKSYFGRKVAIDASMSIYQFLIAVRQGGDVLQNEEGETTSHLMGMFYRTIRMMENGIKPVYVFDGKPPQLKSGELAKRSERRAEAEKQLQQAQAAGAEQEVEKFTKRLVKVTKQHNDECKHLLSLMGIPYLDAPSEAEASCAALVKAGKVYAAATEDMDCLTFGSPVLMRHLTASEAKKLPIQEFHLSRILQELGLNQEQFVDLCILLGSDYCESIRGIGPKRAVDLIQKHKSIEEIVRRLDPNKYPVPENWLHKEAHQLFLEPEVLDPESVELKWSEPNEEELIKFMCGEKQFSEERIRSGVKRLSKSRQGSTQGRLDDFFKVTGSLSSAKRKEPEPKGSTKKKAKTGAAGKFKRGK
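Potency values derive from four-parameter Hill fits of normalized qHTS data. The reaction used 10 nM FEN1 preincubated 15 min at room temperature with compound, then 50 nM DNA substrate, read at 0 and 15 min.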
The depositor's hits bear a star; ? = inconclusive; nt = not tested or not shown. The call rests on the fitted dose curve; in most records, active means well fitted curve in the direction sought with a large enough effect; inconclusive means small, poorly fitted or top-dose-only effect, or another doubt; inactive means no such curve, though single readings can be large; an effect the other way counts as inactive or inconclusive. Unless noted, on the % scale 0 is the no-effect control and ±100 the full control effect; potency means the concentration at half of the fitted maximal effect. Not all compounds are listed (hit frequency here may not be typical).

canonical_smiles | DT40 TDP1 CPT | N370S GC mod | FEN1 inhibitor
Cc1nc2nc(SCC(=O)NCCCN3CCCCC3)nn2c(C)c1Cc1ccccc1 | 1% | -3% | 1%
Oc1c(C(Nc2cccc(C(F)(F)F)c2)c2ccncc2)ccc2cccnc12 (stereo not drawn) | 16µM* | -5% | -34%
O=C(N[C@@H](CCC/[N+]([O-])=C/c1ccccc1)C(=O)O)OCc1ccccc1 | 0% | nt | 1%
CC(=O)OCC1OC(OC(C)=O)C(NC(=O)c2cccnc2)C(OC(C)=O)C1OC(C)=O (stereo not drawn) | -20% | 3% | -1%
C/C(=C\c1ccc2c(c1)OCO2)C(=O)c1c(C)cc(C)[nH]c1=O | -21% | -5% | 1%
O=C1OC(c2ccc(Br)cc2)=N/C1=C\N1CCCCC1 | -2% | 20% | -12%
Cc1cc(C)cc(NC(=O)C(NS(=O)(=O)c2cccc3nsnc23)c2ccccc2)c1 (stereo not drawn) | ? | nt | ?
CC(C)CCNC(=O)c1c2c(nc3ccccc13)C(=O)N(C1CCCCC1)C2 | ? | nt | 15%
COc1ccc(S(=O)(=O)N2CCOC2CNC(=O)C(=O)NCCc2ccccc2)cc1OC (stereo not drawn) | -3% | -2% | -4%
COc1ccc(OC)c(NC(=O)CC2C(=O)NCCN2C(=O)Nc2cccc(Cl)c2)c1 (stereo not drawn) | ? | 0% | 1%
CCc1ccc(NC(=O)CC2C(=O)N(c3cccc(OC)c3)C(=O)N2Cc2ccco2)cc1 (stereo not drawn) | ? | nt | -12%
NNC(=O)CC1=NNC(=O)C1 | 10% | nt | 0%
O=C(CCNC(=O)c1ccco1)Nc1ccc(Cl)cc1F | -7% | -1% | 0%
CC(=O)N1CCc2cc(S(=O)(=O)NC(Cc3ccccc3)C(=O)NCc3ccc(C)cc3)ccc21 (stereo not drawn) | ? | nt | -3%
Cc1ccc(N(Cc2ccccc2)C(=O)c2cccc(S(=O)(=O)N3CCN(C)CC3)c2)cc1 | ? | -16% | -10%
COc1ccc2c(c1)CCC1C2CC[C@@]2(C)C(O)CCC12 (stereo partly drawn) | -21% | 8% | nt
Cn1nc(C(=O)OCC(=O)Nc2ccc(SC(F)F)cc2)c2ccccc2c1=O | -26% | nt | 6%
Cn1ncc2c(NNC(=O)c3ccc(Cl)c(Cl)c3)ncnc21 | -27% | -9% | -7%
COc1ccccc1NC(=O)N1CCCC(C(=O)Nc2cccc(C)c2C)C1 (stereo not drawn) | -16% | 4% | -1%
CN(C)CCn1c(NCc2ccc3c(c2)OCO3)nc2ccccc21 | ? | -5% | -9%

Limited to N370S GC mod and DT40 TDP1 CPT, for some of the entries so far:
compound | N370S GC mod | DT40 TDP1 CPT
Cc1ccc(N(Cc2ccccc2)C(=O)c2cccc(S(=O)(=O)N3CCN(C)CC3)c2)cc1 | -16% | ?
CCc1ccc(NC(=O)CC2C(=O)N(c3cccc(OC)c3)C(=O)N2Cc2ccco2)cc1 (stereo not drawn) | nt | ?
COc1ccccc1NC(=O)N1CCCC(C(=O)Nc2cccc(C)c2C)C1 (stereo not drawn) | 4% | -16%
COc1ccc2c(c1)CCC1C2CC[C@@]2(C)C(O)CCC12 (stereo partly drawn) | 8% | -21%

The listing picks up, repeating the 3 entries before the break.
canonical_smiles | DT40 TDP1 CPT | N370S GC mod | FEN1 inhibitor
Cn1ncc2c(NNC(=O)c3ccc(Cl)c(Cl)c3)ncnc21 | -27% | -9% | -7%
COc1ccccc1NC(=O)N1CCCC(C(=O)Nc2cccc(C)c2C)C1 (stereo not drawn) | -16% | 4% | -1%
CN(C)CCn1c(NCc2ccc3c(c2)OCO3)nc2ccccc21 | ? | -5% | -9%
CC1CN(C(=O)c2cccc(S(=O)(=O)Nc3ccc(Cl)cc3)c2)CC(C)O1 (stereo not drawn) | -25% | -2% | -15%
O=C(COC(=O)c1cc(=O)c2ccccc2o1)NC1CCCC1 | 12% | 12% | -11%
CCN(CC)c1ccc(/C=N/NC(=O)c2cccc(S(=O)(=O)Nc3ccccc3OC)c2)cc1 | -17% | -6% | -6%
Nc1ncc(Br)cc1S(=O)(=O)NCCC(=O)N1CCN(c2ncccn2)CC1 | 2% | 26% | -15%
O=C(COc1ccc(Cl)cc1)N(Cc1ccco1)Cc1ccco1 | ? | nt | ?
CCc1ccc(-n2c(=O)c3sc4ccccc4c3n(Cc3cccc(F)c3)c2=O)cc1 | -30% | nt | -7%
Cc1cccn2c(=O)cc(COc3ccc(NC(=O)C(C)Oc4ccccc4)cc3)nc12 (stereo not drawn) | ? | nt | -21%
c1cnc2c(OCc3nc4ccccc4[nH]3)cccc2c1 | -15% | 19% | -19%
COc1cccc(C2NC(C)(C(=O)O)C3C(=O)N(C(C)C)C(=O)C23)c1O (stereo not drawn) | -4% | -7% | 9%
COc1ccc(CC(=O)N2CCc3ccccc3C2)cc1 | -24% | 0% | -19%
COC(=O)C(Cc1ccc(O)cc1)NC(=O)CCc1nc2ccccc2s1 (stereo not drawn) | 9% | -24% | -17%
COc1ccc(S(=O)(=O)c2snnc2C)cc1 | 10% | -10% | -8%
O=C(CSc1ccc(Cl)cc1)Nc1ccc(N2CCN(c3ccccc3)CC2)c(F)c1 | ? | -1% | 3%
Cc1c(Cl)cccc1-n1ncc(C(=O)NC2CCCCC2)c1C1CCN(C(=O)OC(C)(C)C)CC1 | ? | nt | -20%
O=C(CCl)Nc1cccc(S(=O)(=O)NC2=NCCC2)c1 | 8.2µM* | 0% | 1%
CC1CN(C(=O)c2ccccc2Sc2ccccc2C#N)CC(C)O1 (stereo not drawn) | -16% | -2% | 4%
CNC(=O)N(O)C1N(/N=C/c2ccc(N(C)C)cc2)C(=S)SC1(C)C (stereo not drawn) | 13% | -4% | -10%
CCCN1CNc2c(c(=O)[nH]c(=S)n2CCC(C)(C)C)C1 | ? | nt | -25%
CNC(=O)NC(=O)CSc1ccc(S(=O)(=O)N(C)C2CCCCC2)cn1 | -10% | -14% | -7%
C/C=C1\COC(C(=O)NCCOCCO)(C(F)(F)F)C=C1C=C1CCCCC1 (stereo not drawn) | nt | -2% | -2%

Going on with the list:
Sequence of screens: DT40 TDP1 CPT | N370S GC mod | FEN1 inhibitor
- Cc1cc(C(=O)N2CCN(Cc3ccc4c(c3)OCO4)CC2)on1
→ -14% | 2% | 18%
- CCCCn1c(N)c(N(CCOC)C(=O)CC(NC(=O)c2ccccc2)c2ccccc2)c(=O)[nH]c1=O (stereo not drawn)
→ -10% | -11% | 4%
- COc1ccccc1N1CCN(C/C(C)=C/c2ccccc2)CC1
→ ? | -1% | -18%
- O=C(COC(=O)c1ccco1)NC(c1ccccc1)c1ccccc1
→ -7% | 12% | 15%
- O=C(c1csnn1)N1CCC2(CC1)CCN(c1ccccc1)CC2
→ 11% | -6% | nt
- CCNC(=O)COc1cc(C)c(Cl)c(C)c1
→ -1% | 0% | -2%
- O=C(NCCC1=CCCCC1)c1c(O)nc2sccn2c1=O
→ ? | -5% | -3%
- COC(=O)c1cc(OC)c(OC)cc1NCC(=O)Nc1ccc(C)cc1
→ -23% | 2% | -12%
- CC(Oc1cccc(Cl)c1)C(=O)Nc1ccc(S(=O)(=O)Nc2ncccn2)cc1 (stereo not drawn)
→ -22% | -3% | 2%
- CCc1n[nH]c(=O)c2cc3cc(OC)ccc3n12
→ -29% | -1% | 3%
- Cc1ccccc1NC(=O)c1ccccc1NC(=O)c1ccccc1Cl
→ ? | nt | -6%
- CCN1N=C(C)C=C(c2ccccc2)n2c1nc1ccccc12
→ -3% | 0% | -2%
- CCNCCNC(=O)c1c(O)c2c([nH]c1=O)CCCC2
→ -1% | -3% | 12%
- Cc1ccc2nc(SCc3ccccc3)c(C=O)c(=O)n2c1
→ -3% | ? | -3%
- O=C(NCCN1C(=O)S/C(=C\c2ccc(Cl)c(Cl)c2)C1=O)C1COc2ccccc2O1 (stereo not drawn)
→ ? | -24% | -9%
- CCOC(=O)c1c(NC(=O)CSc2nnc3ccccn23)sc2c1CCC2
→ ? | 16% | -15%
- COc1cccc(CNC(=O)Cn2c(=O)oc3cc(S(=O)(=O)N4CCCCC4)ccc32)c1
→ ? | 1% | -6%
- CCC12CN3CC(C)(CN(C1)C3c1c[nH]c3ccccc13)C2=O (stereo not drawn)
→ ? | nt | 16%
- COc1ccc(CNC(=O)CN(C(=O)Cn2nnc(-c3ccccc3F)n2)c2ccc(C)cc2)cc1
→ -5% | 3% | -11%
- Cc1ccc(OCC(O)CN2C(=O)NC(C)(C)C2=O)cc1C (stereo not drawn)
→ -2% | 8% | -10%
- CCCCCn1c(CN2CCN(c3ccc(OC)cc3)CC2)nc2c1c(=O)[nH]c(=O)n2C
→ ? | nt | 16%
- CN(C)CCCn1c(=O)n(Cc2ccccc2)c(=O)c2c3c(sc21)CCCCC3
→ ? | -29% | -5%
- O=C(Nc1ccc(F)cc1)C1CCCN(c2ncnc3c2nc2n3CCCCC2)C1 (stereo not drawn)
→ 13µM* | nt | 9%
- COc1ccc(-n2c(-c3ccc(C)cc3)n[nH]c2=S)cc1
→ ? | 10% | 2%
- Cc1ccc(C)c(OCC(=O)NNC(=O)CCN2CCN(c3ccccc3)CC2)c1
→ ? | nt | -1%
- O=C(c1ccccc1)c1nn(-c2cccc(Cl)c2)ccc1=O
→ ? | 4% | 11%
- Cc1cc(N2CC(C)OC(C)C2)nc(C(C)C)n1 (stereo not drawn)
→ 0% | 0% | -3%
- Cc1cccc(Oc2cc(NC(=O)c3ccccc3)cc([N+](=O)[O-])c2)c1
→ ? | -27% | 0%
- N#Cc1nc(-c2ccc(Cl)cc2)oc1NCc1cccc2c1OCO2
→ -16% | 22% | -3%
- O=C1CCN(CCc2ccccc2)CCN1[C@H](CSc1ccc(Br)cc1)c1ccccc1
→ ? | ? | -22%
- CCCCN(CCCC)c1ccc(C=Nc2ccc(/C=C/c3ccnc4ccccc34)cc2)cc1C
→ 11µM* | nt | -7%
- CCC1(c2ccccc2)NC(=O)N(CC(=O)Nc2ccccc2C(=O)NC2CCCC2)C1=O (stereo not drawn)
→ -29% | 0% | -2%
- COC(=O)c1ccc(NC(=O)c2cc3sccc3n2C)cc1
→ 29µM* | -15% | 5%
- CC(=O)c1c(C)[nH]c(C(=O)OCC(=O)Nc2c(C)cccc2C)c1C
→ 21µM* | nt | 0%
- COC(=O)c1sc(NC(=O)c2cnccn2)c(C(=O)OC)c1C
→ -22% | nt | 1%
- O=C(Nc1ccccc1)Nc1cccc(Cl)c1
→ 14µM* | 9% | -1%
- CCN(CC)C(=O)Cn1cc(C(=O)C(=O)NCCCN2CCOCC2)c2ccccc21
→ -4% | 0% | 5%
- CCN(CC)Cc1c(C(=O)N/N=C/c2cccnc2)nnn1-c1nonc1N
→ ? | -5% | -5%
- CCn1cc([N+](=O)[O-])c(C(=O)Nc2ccn(C34CC5CC(CC(C5)C3)C4)n2)n1
→ -26% | 5% | 7%
- Cc1cc2nc(N=C(N)N)nc(C)c2cc1C
→ 15µM* | 0% | 18µM*
- CCCC(=O)N1c2ccccc2NC2=C(C(=O)CCC2)C1c1ccc(F)cc1 (stereo not drawn)
→ -12% | 5% | 2%
- Cc1ccccc1CNC(=O)CCc1cn(Cc2ccccc2C)c2ccccc12
→ ? | nt | -5%
- S=C(NCc1cccs1)Nc1ccc(Br)cc1Cl
→ -17% | 16% | -7%
- O=C(OCc1ccc([N+](=O)[O-])cc1)c1cc(S(=O)(=O)N2CCCCC2)ccc1N1CCOCC1
→ 15µM* | 1% | 0%
- Cc1nn(CCCC(=O)NCc2cccc(Cl)c2)c(=O)c2c1sc1ccccc12
→ ? | nt | -4%
- CCN1C(=O)C2(Nc3ccccc3-c3nc4ccccc4n32)c2cc(OC)ccc21 (stereo not drawn)
→ -5% | 5% | -18%
- CSc1cccc(NC(=O)CCCn2c(=O)c3cccn3c3cccnc32)c1
→ ? | -2% | -11%
- Cn1ncc2c(Nc3ccccc3Cl)nc(Nc3ccccc3Cl)nc21
→ -5% | 6% | -10%
- COc1cccc(NC(=O)CN(C)C(=O)c2ccc(NC(=O)CC3SC(N4CCCCC4)=NC3=O)cc2)c1 (stereo not drawn)
→ -1% | -4% | 3%
- Cc1ccc([C@@H]2CC=C(C(=O)O)[C@H](c3ccccc3F)N2S(=O)(=O)c2ccc(C)cc2)cc1
→ 5% | 0% | 12%
- CC(C)[C@H](NS(=O)(=O)c1ccccc1)C(=O)OCC(=O)N1N=C(c2ccc(Cl)cc2)CC1c1ccco1 (stereo partly drawn)
→ 18µM* | 4% | -12%
- CCOC(=O)C1CCN(C(c2ccc(SC)cc2)c2c(O)cc(C)n(Cc3ccco3)c2=O)CC1 (stereo not drawn)
→ -10% | nt | 6%
- CCN1CCN(CC(=O)Nc2ccc3c(c2)OCCO3)C(=O)C1=O
→ -2% | -6% | 23%
- CCOC(=O)c1c(NS(=O)(=O)Cc2ccccc2)sc2c1CCCC2
→ 4% | 27% | 0%
- Cc1cccc(CNCc2ccccc2)c1
→ -24% | 2% | -2%
- CC(=O)Nc1ccc(Nc2nnc(-c3ccc(C)c(S(=O)(=O)NCC4CCCO4)c3)c3ccccc23)cc1 (stereo not drawn)
→ -3% | -8% | -12%
- CCCCc1nnc(NC(=O)CN2C(=O)C3CCCCC3C2=O)s1 (stereo not drawn)
→ 6% | -1% | 3%
